GC-B act – GC-B (human) receptor activation; P20594; HEK293-GC-B cells, CNP EC30, cGMP TR-FRET; 0% at EC30 CNP, 100% saturating CNP; activation, % at 10 µM; 370,000 compounds, 0.11% hits;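 active means activation at 10 µM reaching about 35% in either raw or pattern-adjusted values, limit read from the data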
ARFGAP1 inhibitor – inhibitors of rat ARFGAP1 | Arfgap1-stimulated ARF1 GTP hydrolysis, GDP FP detection | inhibition, % at 16.5 µM | 360,000 compounds, 0.26% hits;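 active means inhibition above a per-plate limit, mean inhibition of low control wells plus 3 SD, cut at about 25% in these data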;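 further: 0% = DMSO wells with enzyme and 100% = wells lacking Arfgap1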
Target sequence (Q62848 1-136 limits assumed): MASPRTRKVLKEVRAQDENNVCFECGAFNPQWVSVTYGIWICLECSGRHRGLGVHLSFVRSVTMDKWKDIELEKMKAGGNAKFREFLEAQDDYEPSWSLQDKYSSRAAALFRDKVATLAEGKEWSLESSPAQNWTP
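System: truncated rat Arfgap1 GAP domain / Benchmarks: high control wells lacking Arfgap1, low control full reaction with DMSO / Times: compound-enzyme preincubation 20 min, reaction 120 min, detection 60 min, 25 °C / Repeats: one replicate per compound / Also added: human ARF1(Δ1-17)-GTP substrate / Measured by: Tracer-displacement fluorescence polarization with EDTA stop, 620/688 nm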
rCAG binder – molecules binding r(CAG) RNA repeats; 370,000 compounds, 1.3% hits; inhibition, % at 3 µM; r(CAG) RNA repeat, TO-PRO-1 dye displacement fluorescence;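 active means inhibition above the plate cutoff, the mean of all test compounds on that plate plus 3 SD, cut at about 35% in these data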;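 further: 0% = DMSO alone and 100% = 100 µM mitoxantrone as full dye displacement; higher means more dye released from RNA so lower well fluorescence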
PG9 Ab binder – small molecules binding HIV-1 gp120 antibody PG9; TR-FRET gp120-PG9 antibody binding; inhibition, % at 6.7 µM; 360,000 compounds, 0.43% hits; in the data active means inhibition above about 8.5%
ASAP1 inh – ASAP1 ArfGAP inhibition | Q9ULH1 | AID 624377 | 360,000 compounds, 0.19% hits | ASAP1-stimulated ARF1 GTP hydrolysis, GDP FP detection | inhibition, % at 16.5 µM; in the data active means inhibition above about 25%;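 further: 0% = vehicle with enzyme and substrate and 100% = no enzyme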
mABHD4 FP – inhibits mouse alpha/beta hydrolase domain 4; purified mABHD4, FP-Rh probe fluorescence polarization; 370,000 compounds, 0.54% hits; inhibition, % at 8.92 µM; Q8VD66;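 active means inhibition exceeding the mean over every tested compound plus 3 SD, cut at about 30% in these data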;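 further: 0% = plate median of compound wells and 100% = S159A mutant with DMSO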
Target sequence (Q8VD66 whole entry, looked up, the tested form may be a part): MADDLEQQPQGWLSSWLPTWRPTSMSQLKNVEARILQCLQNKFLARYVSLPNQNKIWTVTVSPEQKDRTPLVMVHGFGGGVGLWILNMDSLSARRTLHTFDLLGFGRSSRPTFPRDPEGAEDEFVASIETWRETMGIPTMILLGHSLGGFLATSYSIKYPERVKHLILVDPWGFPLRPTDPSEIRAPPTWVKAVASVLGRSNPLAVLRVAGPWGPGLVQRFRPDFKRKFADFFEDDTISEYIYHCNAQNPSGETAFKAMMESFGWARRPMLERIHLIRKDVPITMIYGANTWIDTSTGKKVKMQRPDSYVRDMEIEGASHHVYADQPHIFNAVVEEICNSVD
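Doses – 8.92 µM, single dose · Material – wild-type mouse ABHD4 protein · Replication – single well per compound (singlicate) · Measure – percent inhibition of probe binding, normalized to plate controls · Schedule – 45 min compound pre-incubation plus 60 min probe step, 25 °C · Detection – fluorescence polarization with parallel and perpendicular emission, 525/598 nm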
GC-A act – GC-A (human) enzyme activation | P16066 | AID 1671463 | activation, % at 10 µM | HEK293 GC-A cells, cGMP TR-FRET, EC30 ANP; 0% at EC30 ANP, 100% saturating ANP | 370,000 compounds, 0.14% hits; in the data active means activation above about 40%
Rev-erbA mod – Rev-erb alpha (human) modulation; 370,000 compounds, 0.79% hits; AID 1259318; Rev-erbα–FITC-DNA binding, fluorescence polarization, 90 min; P20393; activity, % at 10 µM;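 active means activity above about 14%, limit read from the data; passing the limit was not always enough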;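 further: 0% = DMSO wells with 35 nM protein and 100% = DMSO wells with 750 nM protein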
Target sequence (P20393 whole entry, looked up): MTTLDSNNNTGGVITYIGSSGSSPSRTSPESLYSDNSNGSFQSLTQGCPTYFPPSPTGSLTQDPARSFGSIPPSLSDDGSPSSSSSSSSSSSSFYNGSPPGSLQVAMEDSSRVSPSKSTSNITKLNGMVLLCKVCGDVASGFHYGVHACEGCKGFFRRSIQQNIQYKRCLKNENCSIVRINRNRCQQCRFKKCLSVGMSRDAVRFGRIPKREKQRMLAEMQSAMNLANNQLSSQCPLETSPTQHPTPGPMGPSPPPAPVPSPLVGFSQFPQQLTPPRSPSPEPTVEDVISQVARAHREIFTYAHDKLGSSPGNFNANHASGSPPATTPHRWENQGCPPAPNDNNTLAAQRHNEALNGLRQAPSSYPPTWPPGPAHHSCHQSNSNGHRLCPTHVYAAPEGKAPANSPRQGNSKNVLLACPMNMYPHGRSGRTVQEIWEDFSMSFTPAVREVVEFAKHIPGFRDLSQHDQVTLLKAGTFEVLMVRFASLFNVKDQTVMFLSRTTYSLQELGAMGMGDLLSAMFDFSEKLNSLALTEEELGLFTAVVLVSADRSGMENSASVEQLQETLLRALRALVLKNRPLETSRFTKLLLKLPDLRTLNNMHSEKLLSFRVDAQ
HTRA1 inh – inhibitors of human serine peptidase HTRA1; Q92743; recombinant HTRA1, FP-rhodamine activity-based probe, fluorescence polarization; inhibition, % at 5.96 µM; 340,000 compounds, 0.5% hits; in the data active means inhibition above about 36%;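 further: 0% = enzyme with DMSO and 100% = wells lacking enzyme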
SMARCA2 activ – activators of SMARCA2 function. MG213 cells, MMTV-luciferase reporter, dexamethasone, overnight. activation, % at 9.1 µM. 370,000 compounds, 1% hits; in the data active means activation above about 7.8%;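 further: 0% = vehicle wells and 100% = reference activator wells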
An asterisk follows results filed as active; . = not tested or not shown. Not a hit list (roughly 4.4% active in at least one column).

SMILES | GC-B act | ARFGAP1 inhibitor | rCAG binder | PG9 Ab binder | ASAP1 inh | mABHD4 FP | GC-A act | Rev-erbA mod | HTRA1 inh | SMARCA2 activ
Cc1cccc(OCC(O)Cn2c(N3CCCCC3)nc3c2c(=O)n(C)c(=O)n3C)c1 (configuration not stated) | -3.8 | -4.3 | -1.4 | 0.1 | -3.9 | 2.8 | -8.5 | -1.1 | 1.3 | 1.3
O=C(NCc1ccccc1)/C(=C\c1ccc(O)cc1)NC(=O)c1ccco1 | -1.3 | 7.6 | 2.8 | -1.1 | -1.8 | 1.4 | 2.5 | 2.0 | 2.1 | -1.6
CCOc1ccc(-c2nnc(-c3ccc(OC)cc3)o2)cc1 | -3.0 | 5.7 | -2.9 | -0.5 | -7.9 | 6.2 | -7.0 | 3.2 | 0.3 | 0.4
CC(C(=O)c1ccccc1)C(O)c1ccccn1 (configuration not stated) | -1.2 | 6.2 | 0.7 | -0.5 | -3.4 | -6.1 | 0.8 | 3.8 | 6.4 | -3.7
O=C(O)c1cccnc1Sc1ccc(Cl)cc1 | 2.3 | 1.4 | 3.1 | 1.7 | -9.0 | -1.5 | -1.1 | 3.2 | -4.0 | -0.6
Cc1ccc(NC(=O)C2CCN(S(=O)(=O)c3ccc4[nH]c(=O)ccc4c3)CC2)c(C)c1 | 0.1 | -3.1 | 8.3 | 2.2 | -3.8 | -8.4 | 1.1 | 5.9 | -8.2 | -2.6
Cc1sc2nc(CN3CCCCC3)nc(N3CCN(C(=O)c4ccco4)CC3)c2c1C | -3.6 | -4.1 | -7.9 | 0.2 | 6.8 | -0.5 | -3.9 | 1.5 | 2.8 | -1.4
Cn1c(-c2cc(Cl)ccc2O)nc2c1c(=O)[nH]c(=O)n2Cc1ccccc1 | 3.5 | 1.9 | 3.5 | 0.3 | 2.0 | -9.2 | 1.0 | 2.7 | . | -2.5
COc1ccc(N2CCN(CC(=O)Nc3cc(C)cc(C)c3)CC2)cc1 | -2.2 | 3.5 | -9.7 | -1.1 | -7.3 | 13.0 | 2.1 | 1.0 | 6.2 | -2.0
COc1ccc(NC2CCCN(C(=O)CCN3CCCO3)C2)cc1 (configuration not stated) | -1.4 | -2.2 | -0.2 | -3.4 | -6.7 | -4.3 | 2.3 | -6.9 | 3.0 | -3.2
COc1ccc(OC)c(CN2C(=O)c3ccnn3CC2(C)c2nnnn2C2CCCC2)c1 (configuration not stated) | -0.3 | . | 7.5 | . | . | 4.0 | -3.3 | 4.6 | . | -0.8
C/C(=N\NC(=O)c1ccccc1)c1ccc(C)c([N+](=O)[O-])c1 | -5.2 | 13.6 | 0.9 | -0.9 | -2.0 | 3.2 | -4.9 | -3.2 | 0.4 | 5.4
O=C(Nc1nnc(C2=COCCO2)o1)c1ccc(Br)cc1 | -0.1 | -0.2 | 2.9 | -1.8 | 9.1 | 6.4 | -0.5 | 0.8 | 12.7 | -0.8
O=C(NC1CCCCC1)OC[C@@H]1CSCCS(=O)(=O)N1 | 1.9 | -2.8 | -1.6 | 0.2 | -2.8 | 0.0 | 0.2 | 1.4 | . | -2.4
Cn1cc(C(=O)N/N=C/C(Br)=C\c2ccccc2)ccc1=O | -5.2 | -2.6 | -0.8 | -5.6 | 0.0 | 4.7 | -9.3 | -1.9 | 4.6 | 2.4
Cc1ccc(C)c2nc(SCC(=O)NCc3cccs3)c(C#N)cc12 | -5.8 | -3.1 | -1.5 | 1.1 | 7.2 | 4.0 | -22.7 | -4.3 | -6.3 | -0.8
O=C1CCCC2=C1C(c1ccncc1)c1c(nc(SCc3ccccc3Cl)[nH]c1=O)N2 (configuration not stated) | -5.0 | 2.8 | 7.7 | -0.5 | 1.5 | -6.2 | -0.6 | 0.2 | -13.1 | 0.3
CCN(CC)c1ccc(S(=O)(=O)N2CCOCC2)cc1NC(=O)COC(=O)C1=COCCO1 | -2.2 | 10.9 | -9.0 | -2.4 | 1.0 | -2.3 | -1.9 | 2.2 | 1.7 | -0.8
CC(C)COC(=O)NCC12C=CC(O1)C1C(=O)N(c3ccc(Cl)cc3)C(=O)C12 (configuration not stated) | -8.8 | 0.1 | -0.5 | -2.4 | 12.8 | 3.5 | 8.4 | 9.2 | 0.6 | 2.6
Cc1nc2scc(C)n2c(=O)c1S(=O)(=O)NC(C)c1ccccc1 (configuration not stated) | -4.8 | -10.9 | -3.6 | -0.6 | 11.6 | 0.1 | 2.3 | 2.1 | 3.5 | -2.9

Some entries already given, reduced to GC-B act.
mol	GC-B act
O=C1CCCC2=C1C(c1ccncc1)c1c(nc(SCc3ccccc3Cl)[nH]c1=O)N2 (configuration not stated)	-5.0
CCN(CC)c1ccc(S(=O)(=O)N2CCOCC2)cc1NC(=O)COC(=O)C1=COCCO1	-2.2

Gathered by group: the compounds so far containing bromine
SMILES | GC-B act | ARFGAP1 inhibitor | rCAG binder | PG9 Ab binder | ASAP1 inh | mABHD4 FP | GC-A act | Rev-erbA mod | HTRA1 inh | SMARCA2 activ
O=C(Nc1nnc(C2=COCCO2)o1)c1ccc(Br)cc1 | -0.1 | -0.2 | 2.9 | -1.8 | 9.1 | 6.4 | -0.5 | 0.8 | 12.7 | -0.8
Cn1cc(C(=O)N/N=C/C(Br)=C\c2ccccc2)ccc1=O | -5.2 | -2.6 | -0.8 | -5.6 | 0.0 | 4.7 | -9.3 | -1.9 | 4.6 | 2.4

Next section:
SMILES | GC-B act | ARFGAP1 inhibitor | rCAG binder | PG9 Ab binder | ASAP1 inh | mABHD4 FP | GC-A act | Rev-erbA mod | HTRA1 inh | SMARCA2 activ
O=C(Cn1c(-c2ccccn2)nc2ccccc21)N/N=C/c1ccccn1 | -6.7 | -15.9 | 11.2 | -0.3 | -6.0 | 0.0 | -1.8 | 0.6 | -4.6 | -0.1
COc1ccc(NS(=O)(=O)c2cccc(C(=O)Nc3ccccc3C(=O)O)c2)cc1 | 1.2 | 1.5 | 66.4* | -0.1 | 5.5 | -15.2 | 0.2 | 8.3 | -15.4 | -2.9
Cc1cccc(C(=O)N(Cc2nc3ccccc3c(=O)[nH]2)C2CCCCC2)c1 | -3.3 | -4.8 | -2.6 | 1.4 | -3.9 | -5.7 | -11.0 | 1.0 | -8.0 | -3.2
COC(=O)c1cccc(NC(=O)Cc2nc(-c3ccccc3)sc2-c2ccc(C)cc2)c1 | 9.9 | 4.5 | 9.3 | -12.7 | -1.2 | -8.8 | 8.1 | 17.9 | -25.2 | 0.4
Cc1nn(CC(=O)Nc2ccc(F)cc2)c(=O)c2ccccc12 | 7.7 | 14.5 | 0.3 | -0.1 | 7.1 | -1.6 | 0.2 | 3.8 | 0.7 | -1.3
O=C(CSc1ccc2ccccc2n1)c1ccc2c(c1)OCO2 | -4.0 | 12.8 | 2.4 | -3.5 | 8.1 | -12.9 | -4.8 | 3.7 | -36.3 | 6.7
Cc1noc(C)c1CSc1ccc2ccccc2n1 | 0.5 | 10.2 | -7.4 | 0.4 | 4.1 | -8.4 | -5.3 | -3.1 | -16.6 | -0.5
O=C(CCC1CCCN(c2ncccn2)C1)NCc1ccc(F)c(F)c1 (configuration not stated) | -3.2 | 19.4 | -6.7 | -0.8 | -6.9 | -10.4 | 2.0 | 0.9 | 4.0 | 2.5
O=C(COc1ccccc1Cc1ccccc1)Nc1cccc(S(=O)(=O)N2CCOCC2)c1 | 7.0 | -0.9 | 2.8 | -0.8 | 2.1 | -26.6 | 6.1 | -4.1 | -37.4 | -2.8
CN(C)S(=O)(=O)N1CCN(S(=O)(=O)N(C)C)CC1 | 7.8 | 3.0 | -1.5 | -2.2 | -8.0 | 1.0 | 0.6 | -3.9 | 4.8 | -3.1
Cc1cc([N+](=O)[O-])ccc1NC(=O)C(C)N1CCN(c2ccccn2)CC1 (configuration not stated) | -1.3 | -1.6 | -5.6 | -0.9 | -4.6 | 2.7 | 0.3 | -4.0 | -3.4 | -1.0
Cc1ccc(S(=O)(=O)N2c3ccccc3OCC2c2ccccc2)cc1 (configuration not stated) | -8.4 | -1.1 | 0.7 | -2.7 | 4.8 | -9.2 | -4.7 | -7.2 | -35.5 | -1.4
COc1cc(C(=O)ON=C2C=C(C)C(=O)C(C)=C2)cc(OC)c1OC | -3.5 | -5.0 | -2.9 | -0.7 | -4.3 | 1.4 | 0.4 | 0.2 | 0.0 | -1.6
O=c1[nH]c(NCCO)nc2ncn(Cc3ccccc3)c12 | 6.7 | 11.0 | 1.9 | -1.9 | -4.1 | -2.1 | 0.7 | -3.0 | 7.8 | 4.6
CCc1c(N)nc(N)nc1Nc1ccccc1Cl | -3.1 | 1.0 | 0.0 | -0.6 | 11.7 | -3.0 | -1.0 | 0.1 | -0.2 | -4.6
Nc1[nH]c(C(=O)c2ccc(Br)cc2)c(-c2cccc3ccccc23)c1C(=O)NCCc1c[nH]c2ccccc12 | 0.9 | 17.3 | 13.8 | -1.0 | 8.7 | 15.8 | -4.2 | -0.4 | . | -4.9
COc1cc2nc(C3CCC3)n(NC(=O)C3CCC3)c(=O)c2cc1OC | -7.2 | 5.1 | 1.5 | 2.2 | -6.1 | -8.8 | 0.2 | 0.3 | 2.9 | 6.6
O=C(c1ccc2c(c1)OCCO2)C1CCN(S(=O)(=O)c2ccccc2F)CC1 | -4.6 | -3.0 | -3.0 | -2.5 | 5.4 | -3.0 | -8.3 | -2.9 | -27.5 | -2.1
Cc1cc(C)cc(OCc2ccc(C(=O)O)o2)c1 | 7.5 | 1.0 | 4.3 | 0.6 | 8.1 | -0.7 | -2.4 | 1.1 | 8.1 | -1.0
CCOc1cc(C(=O)Nc2ccccc2N2CCOCC2)ccc1OCC(=O)N1CCOCC1 | -8.1 | -12.6 | 0.1 | -1.4 | 3.4 | -3.5 | 1.6 | 1.1 | 8.8 | -0.5
O=c1oc(-c2ccc(O)c(O)c2)cc2cccc(O)c12 | -5.6 | 20.9 | 15.7 | -0.3 | -8.9 | 34.8* | 2.4 | -0.8 | 62.2* | 8.5*
CCN(CC)CC(=O)Nc1c(C)cc(C(C)(C)C)cc1C | -2.4 | -5.8 | -2.0 | 1.8 | -12.2 | -11.6 | 0.4 | 0.3 | -3.0 | -1.2
C=CCc1cccc2cc(C(=O)Nc3ccccc3C(=O)O)c(=O)oc12 | -2.5 | 0.9 | 37.6* | -0.1 | 4.0 | -9.9 | -2.9 | 0.0 | . | -4.4
Cc1ccccc1OCCn1c(C)nc2ccccc21 | 5.9 | 1.3 | -5.7 | -1.0 | 2.0 | 2.3 | 1.6 | 5.3 | 1.5 | -3.5
COC(=O)CS(=O)(=O)c1nnc([C@H](Cc2ccccc2)NC(=O)OC(C)(C)C)o1 | -15.5 | -5.3 | 4.0 | 0.1 | -3.2 | -9.5 | -18.1 | 1.3 | -9.4 | 1.3
COc1cccc(CC(=O)N(Cc2ccccc2)c2ccccc2C(=O)Nc2cc(OC)ccc2OC)c1 | -21.2 | . | 6.6 | . | . | -8.1 | -18.1 | 8.2 | . | -3.6
N#Cc1nc(Cc2cccc3ccccc23)oc1NCCN1CCCCC1 | 0.3 | 4.1 | -5.5 | -0.9 | 3.7 | -0.5 | -4.6 | 1.9 | -7.3 | -0.3
CC(=O)c1ccc(N2CCN(S(=O)(=O)c3ccc4c(c3)NC(=O)CC(=O)N4)CC2)cc1 | -3.5 | 22.6 | 3.3 | 13.0* | 0.0 | 4.3 | -9.6 | 7.0 | -4.7 | 2.1
